# Bioassay records: PubChem, National Center for Advancing Translational Sciences (NCATS)
# Apoferritin bind = qHTS Assay for Identification of Novel General Anesthetics; Ferritin light chain (Equus caballus), P02791; apoferritin/1-aminoanthracene competitive binding, fluorescence; Potency, µM (titrated, usually from 77.5 µM), inactives show top-dose activity change, negative = displacement, most hits filed as inhibitors; hit rate 0.074% among 350,000; AID 485281, 2010; note: potency is the fitted concentration of half-maximal effect; % is set by controls: 0 for no effect and ±100 for the full control effect; nearly all actives have a fitted effect of over 20% in size
#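 In PBS, apoferritin at 10 uM is loaded with 1-AMA from a 50% saturated solution. After 10 min of compound exposure at ambient temperature, reduced 535 nm fluorescence indicates probe displacement.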
# ALOX12 inh = Primary qHTS assay for inhibitors of human arachidonate 12S-lipoxygenase (ALOX12): Round 2; purified 12hLO, xylenol orange hydroperoxide absorbance; AID 1671190, 2021; hit rate 1.1% among 580,000; Potency, µM (titrated, usually from 108 µM), for inactives: at the highest dose activity change, negative = inhibition, usual class: inhibitors; Polyunsaturated fatty acid lipoxygenase ALOX12 (Homo sapiens), P18054; note: potency is the fitted concentration of half-maximal effect; % is set by controls: 0 for no effect and ±100 for the full control effect
# Target sequence (P18054 whole entry, looked up): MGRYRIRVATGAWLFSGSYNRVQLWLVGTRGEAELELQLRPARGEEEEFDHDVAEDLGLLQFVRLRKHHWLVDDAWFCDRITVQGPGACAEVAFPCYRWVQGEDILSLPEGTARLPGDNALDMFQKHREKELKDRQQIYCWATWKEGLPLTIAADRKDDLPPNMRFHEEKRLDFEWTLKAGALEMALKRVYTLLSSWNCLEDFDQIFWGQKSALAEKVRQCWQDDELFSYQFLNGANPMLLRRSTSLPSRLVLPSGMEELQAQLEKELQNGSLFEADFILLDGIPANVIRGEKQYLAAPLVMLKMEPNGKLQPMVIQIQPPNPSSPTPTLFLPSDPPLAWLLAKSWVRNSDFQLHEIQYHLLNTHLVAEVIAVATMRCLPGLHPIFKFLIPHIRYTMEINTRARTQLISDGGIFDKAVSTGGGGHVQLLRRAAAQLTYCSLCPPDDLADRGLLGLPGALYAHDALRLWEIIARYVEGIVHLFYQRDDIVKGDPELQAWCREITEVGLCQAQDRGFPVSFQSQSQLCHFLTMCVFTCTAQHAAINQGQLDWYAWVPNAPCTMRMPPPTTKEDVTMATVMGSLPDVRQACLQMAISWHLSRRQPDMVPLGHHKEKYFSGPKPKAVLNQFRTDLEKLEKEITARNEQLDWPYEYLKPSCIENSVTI
#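 Purified human 12hLO (150 nM final) in 25 mM Hepes, 0.01% Triton X-100, pH 7.0 was preincubated 15 min at room temperature with compound. Then 40 uM arachidonic acid was added, 30 min. Hydroperoxide was read by Fe-XO absorbance ratio 573/405 nm.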
# ERG Ets-DNA blk = qHTS for Small Molecule Inhibitors of the ERG Ets/DNA interaction. Transcriptional regulator ERG (Homo sapiens), P11308. fluorescence polarization, His-ERG Ets domain / labelled DNA. Potency, µM (titrated, usually from 76.9 µM), without a hit: at the top dose FP activity, negative = inhibition, most hits filed as inhibitors. hit rate 0.028% among 370,000. AID 624246, 2012; active = well fitted inhibition curve with a large enough effect in the polarisation, with a control signal flat; inconclusive = small, poorly fitted or top-dose-only effect, or effect the other way, or a change in a side signal; inactive = no such curve, though single readings can be large or run the other way; the % refers to the polarisation;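 note: polarization taken with two DNA probes labelled with fluorescein and Texas red; potency is the fitted concentration of half-maximal effect; % of control where 0% means no effect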
#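 His-tagged ERG Ets domain (1 uM in the protein solution; 300mM KCl, 50mM Tris-HCl, 1mM EDTA, 1mM DTT, pH 7.5) received compound, then a probe mix of 5 nM fluorescein-DNA and 100nM Texas-615-DNA. Fluorescence polarization was read for both dyes.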
# Pol kappa inh = qHTS for Inhibitors of Polymerase Kappa. purified Pol kappa, fluorescent DNA synthesis assay, 10 min. Potency, µM (highest dose often 107 µM), for the others: at the top dose activity, negative = inhibition, hits mostly inhibitors. hit rate 0.53% among 400,000. AID 588579, 2011; note: potency is the fitted concentration of half-maximal effect; % is set by controls: 0 for no effect and ±100 for the full control effect
#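 Inhibition of 10 nM Pol kappa is measured by a fluorescent read-out at 0 and 10 min following addition of 50 nM substrate (final), with a 15-min room-temperature compound preincubation.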
# BLM helicase inh = qHTS Assay for Inhibitors of Bloom's syndrome helicase (BLM). recombinant BLM DNA unwinding, fluorescence dequenching. Potency, µM (highest dose often 56.1 µM), for inactives: at the highest dose activity change, negative = inhibition, most hits filed as inhibitors. hit rate 0.2% among 350,000. AID 2528, 2010;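 note: potency is the fitted concentration of half-maximal effect; plate controls were vehicle for no effect and no enzyme for full effect; nearly all actives have a fitted effect of over 35% in size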
# POLB inh = qHTS Assay for Inhibitors of DNA Polymerase Beta; Potency, µM (highest dose often 114 µM), inactives show at the top dose activity change, negative = inhibition, actives largely listed as inhibitors; P06746; Pol beta primer extension/strand displacement, fluorescence kinetic; hit rate 1.3% among 340,000; AID 485314, 2010; note: potency is the fitted concentration of half-maximal effect; % is set by controls: 0 for no effect and ±100 for the full control effect
#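 Enzyme-only controls used 10 nM Pol beta; buffer lacking enzyme served as negative control. Compound preincubated 15 min, then 50 nM substrate added; 0 and 10 min reads at room temperature.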
# TRHR ag = qHTS for Small Molecule Agonists and Allosteric Enhancers of Human TRH Receptor: Primary Screen for Agonists. AID 493084, 2011. activation, % at 2 µM. hit rate 0.18% among 360,000. Thyrotropin-releasing hormone receptor (Homo sapiens), P34981. TRHR cells, calcium flux fluo-8, FDSS agonist mode; in the data active = activation above about 30%; note: 0% is about no effect
#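 TRHR-expressing cells, plated overnight in medium with 10% serum, were loaded with fluo-8 calcium dye at room temperature. After a 10 s baseline, library compound was pin-added and calcium release was recorded kinetically (ex 480/em 530) as agonist response.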
# APEX1 inh = qHTS Assay for Inhibitors of the Human Apurinic/apyrimidinic Endonuclease 1 (APE1). DNA repair nuclease/redox regulator APEX1 (Homo sapiens), P27695. recombinant APE1, TAMRA/BHQ-2 abasic DNA cleavage fluorescence. Potency, µM (doses to about 65.8 µM), without a hit: at the highest dose activity change, negative = inhibition, hits mostly inhibitors. hit rate 0.35% among 350,000. AID 2517, 2012;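 note: potency is the fitted concentration of half-maximal effect; plate controls were vehicle for no effect and reference inhibitor for full effect; nearly all actives have a fitted effect of over 55% in size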
# Target sequence (P27695 whole entry, looked up): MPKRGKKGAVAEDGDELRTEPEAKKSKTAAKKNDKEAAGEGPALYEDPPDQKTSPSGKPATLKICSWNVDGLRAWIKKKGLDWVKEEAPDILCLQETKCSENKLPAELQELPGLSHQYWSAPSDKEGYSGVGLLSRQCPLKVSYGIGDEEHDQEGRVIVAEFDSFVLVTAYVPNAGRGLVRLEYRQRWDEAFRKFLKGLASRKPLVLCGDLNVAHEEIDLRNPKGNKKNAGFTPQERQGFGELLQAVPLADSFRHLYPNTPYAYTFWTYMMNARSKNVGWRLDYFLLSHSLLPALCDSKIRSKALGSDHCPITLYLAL
#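 Readout is kinetic fluorescence (ex 525, em 598 nm) from cleavage of 50 nM TAMRA/BHQ-2 THF abasic duplex by 0.75 nM APE1, compound added 15 min beforehand at RT.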
# POLI inh = qHTS for Inhibitors of Polymerase Iota; hit rate 1% among 390,000; Potency, µM (doses to about 115 µM), for the others: at the top dose activity, negative = inhibition, hits mostly inhibitors; Pol iota fluorescent replication assay, 10 min; note: potency is the fitted concentration of half-maximal effect
#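 Pol iota at 10 nM preincubated 15 min with compounds at room temperature; reaction started with fluorescent substrate, 50 nM final. Fluorescence read kinetically at 0 and 10 min; buffer-only wells as negative control.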
# * = called active by the depositor; ? = inconclusive; / = no result given; & = joins results of further samples; [ ] = dose if it differs, or a comment. Unless noted, calls come from the whole dose curve; as a rule, active = well fitted curve in the direction sought with a large enough effect; inconclusive = small, poorly fitted or top-dose-only effect, or another doubt; inactive = no such curve, though single readings can be large; an effect the other way counts as inactive or inconclusive. Only part of the results is shown (hit frequency here may not be typical).
SMILES,Apoferritin bind,ALOX12 inh,ERG Ets-DNA blk,Pol kappa inh,BLM helicase inh,POLB inh,TRHR ag,APEX1 inh,POLI inh
NNC(=O)/C(=C\c1cccs1)NC(=O)c1ccccc1,-8%,-10%,3%,-1%,-1%,20%,-0.4,-8%,-5%
Cc1cccc(NC(=O)Cn2nc([N+](=O)[O-])c(Br)c2C)n1,?,1%,9%,3%,-10%,35%,0.5,-5%,135%[activator]
COc1cccc(Nc2nc3c(S(=O)(=O)c4cc(C)ccc4C)nnn3c3ccsc23)c1,-10%,-13%,-7%,-11%,-9%,-2%,-0.7,/,7%
CCOC(=O)CSc1nnc(NC(=O)c2cc([N+](=O)[O-])cc([N+](=O)[O-])c2)s1,-1%,0%,-3%,-3%,1%,9%,0.0,2%,5%
O=C(CCCn1c(=S)[nH]c2cc3c(cc2c1=O)OCO3)N1CCc2ccccc2C1,-8%,-4%,1%,-12%,-1%,11%,-1.9,-2%,-1%
Cc1cc(F)ccc1NCC(=O)Nc1ccccc1Br,-9%,-18%,0%,-20%,-12%,2%[57.1 µM],-0.5,20%,4%
Cc1nc(SCC(=O)N2CCOCC2)c2c(=O)n(C)c(=O)n(CC(C)C)c2n1,/,-18%,8%,-3%,/,/,/,-11%,104%[activator]
C#CCN(CC=C)C(=O)C1CCC(=O)N(CCCc2ccccc2)C1 (centres undefined),-9%,7%,-14%,6%,-7%,7%,0.0,3%,18%
CCc1cccc2c1NC(=O)[C@]21[C@@H]2C(=O)N(Cc3ccccc3)C(=O)[C@@H]2[C@@H]2CCCN21,?,0%,-3%,-18%,-14%,?,0.1,4%,?
NC(=S)N=Nc1c(O)[nH]c2c(Cl)cc(Cl)cc12,/,?,10%,-3%,/,/,/,/,?
CCOc1ccc(NC(=O)N(Cc2ccc(C)cc2)Cc2ccccn2)cc1,-14%,-21%,-1%,4%,-5%,0%,-1.3,14%,-3%
COc1ccc(Oc2ncc3nc(C)c(=O)n(C)c3n2)cc1,/,150%[activator],/,3%[60.1 µM],3%,/,/,7%,/
CCc1cccc(-n2c(=O)c3cccnc3n2CC(=O)Nc2ccc(F)c(C)c2)c1,61%[activator],-17%,2%,-12%,-2%,-20%,0.4,/,18%
Cc1ccc(C)c(OCC(=O)Nc2ccc(S(=O)(=O)Nc3ncccn3)cc2)c1,2%,12%,2%,-18%,-6%,-2%,-0.2,-8%,2%
Cc1cc(C(=O)N2CC=C(c3ccccc3)CC2)c2ccccc2n1,/,-7%,4%,-1%,/,/,-0.1,9%,?
CC(NC(=O)CNC(=O)C(Cc1ccccc1)NC(=O)OCc1ccccc1)C(N)=O (centres undefined),-4%,-1%,4%,-7%,-3%,-6%,0.3,-2%,4%
Cn1c(/C=C/c2cccc(Br)c2)nc2ccccc2c1=O,77%[activator],28%,-2%,1%,-7%,-11%,0.4,60%[activator],3%
CCN(Cc1ccccc1)C(=O)Cn1c(=O)n(-c2ccc(C)c(C)c2)c(=O)c2c(C)c(C)sc21,5%,-1%,0%,-12%,-10%,-2%,0.2,/,1%
CC1(C)CCC(=O)C=C1Nc1ccc(F)c(Cl)c1,-13%,11%,-5%,-19%,-5%,?,-0.2,43%,-3%
CCCNC(=O)COC(=O)c1c2c(nc3ccccc13)CCC2,-9%,-4%,3%,?,-12%,50µM*,-0.3,-5%,25µM*
CC(C)NC(=O)c1onc(CSc2ccc(F)c(F)c2)c1C(=O)NC(C)C,/,-10%,8%,10%,/,/,/,/,10%
Cc1[nH]c(=O)[nH]c(=O)c1/C=C/C(=O)O,-3%,17%,-6%,1%,-4%,4%,0.7,2%,-27%
CCCCNC(=O)CN1C(=O)NC(Cc2ccccc2)(Cc2ccccc2)C1=O,-4%,-10%,-4%,0%,-2%,56%,0.1,7%,-4%
Cc1ccc(N=C2NC(=O)c3cccc([N+](=O)[O-])c32)cc1,-2%,-20%,-1%,-14%,-1%,-23%,0.2,-1%,2%
C[C@H](CO)N1C[C@H](C)[C@@H](CN(C)S(C)(=O)=O)Oc2c(NC(=O)Nc3ccccc3)cccc2C1=O,/,4%,-5%,0%,/,/,/,0%,-17%
CCOC(=O)C1=C(CS(=O)(=O)c2ccc(Cl)cc2)NC(=O)NC1c1ccc(O)c(OC)c1 (centres undefined),-10%,-27%,-5%,-23%,-1%,6%,0.2,7%,76%[activator]
O=C(CSCc1ccccc1)Nc1cccc(C(=O)Nc2ccccc2C(=O)O)c1,-19%,-13%,2%,-15%,-1%,20%,0.2,-3%,1%
CC(=O)C1N=NCC1c1ccccc1 (centres undefined),/,-8%,7%,-11%,/,/,/,/,35%[activator]
CCOC(=O)c1c(C)nsc1NCc1ccccc1,/,30%,-12%,8%,/,/,/,/,33%[activator]
Cn1cc(-c2cccc(Cl)c2)cc(C#N)c1=O,-4%,13%,-10%,6%,4%,7%,-0.2,-3%,96%[activator]
Nc1cc(-c2ccccc2)nn1Cc1ccc(Cl)cc1,?,0%,-6%,-8%,-10%,-22%,-0.1,-5%,2%
O=S(=O)(c1ccc(N2CCCCCC2)nc1)N1CCCC1,-9%,2%,-4%,3%,0%,-11%,-0.2,-3%,36%[activator]
CC[C@@H]1C=C(C(=O)O)[C@H](c2ccc(C#N)cc2)N1S(=O)(=O)c1ccc(C)cc1,/,-25%,-8%,0%,/,/,/,19%,-1%
COC(=O)C(CC(C)C)NC(=O)CSc1nc(-c2ccccc2)c(C#N)c(=O)[nH]1 (centres undefined),2%,-24%,-2%,-5%,-5%,-6%,0.2,2%,3%
CCOc1ccccc1C(=O)NC1CC2CCCC(C1)N2Cc1nnnn1Cc1ccco1 (centres undefined),?,1%,-8%,-13%,1%,1%,-2.0,-1%,?
O=C(c1ccc(Br)c(S(=O)(=O)N2CCOCC2)c1)N1CCN(C/C=C/c2ccccc2)CC1,/,210%[activator],-4%,-11%,/,/,/,/,-10%

# Pulled by structure from the list above (2):
SMILES,Apoferritin bind,ALOX12 inh,ERG Ets-DNA blk,Pol kappa inh,BLM helicase inh,POLB inh,TRHR ag,APEX1 inh,POLI inh
COc1ccc(Oc2ncc3nc(C)c(=O)n(C)c3n2)cc1,/,150%[activator],/,3%[60.1 µM],3%,/,/,7%,/
CCOc1ccc(NC(=O)N(Cc2ccc(C)cc2)Cc2ccccn2)cc1,-14%,-21%,-1%,4%,-5%,0%,-1.3,14%,-3%

# Additional entries.
SMILES,Apoferritin bind,ALOX12 inh,ERG Ets-DNA blk,Pol kappa inh,BLM helicase inh,POLB inh,TRHR ag,APEX1 inh,POLI inh
COc1ccc(C(=O)N2CC3(CC(c4cccc(NC(=O)CC(c5ccccc5)c5ccccc5)c4)=NO3)C[C@H]2C(N)=O)cc1 (some centres undefined),-1%,-22%,-10%,8%,-15%,-2%,0.8,-3%,-27%
COc1ccccc1C(=O)N1CCN(CCc2ccccc2)CC1,-10%,-18%,-5%,-6%,-3%,?,0.0,-5%,11%
COc1ccc(/C=N/Nc2cc(C)nc3ccccc23)cc1,43%[activator],0%,12%,-23%,-3%,79µM*,0.3,-39%,?
CC(=O)NC(CC(=O)N(C)Cc1c(F)cccc1Cl)c1ccccc1 (centres undefined),-3%,2%,2%,-10%,-2%,-12%,0.3,-2%,28%
Cc1ccsc1C(=O)OC1CCOC1=O (centres undefined),30%[activator],39%[activator][57.4 µM],-2%,-1%,0%,3%,0.2,11%,6%
CCC(=O)NC(c1cccs1)c1cc(Cl)c2ccccc2c1O (centres undefined),/,-22%,/,-14%,/,/,-0.1,11%&-13%,9%
Cc1ccc(NC(=O)CSc2nc3nccnc3c(=O)n2CCc2c[nH]c3ccccc23)c(C)c1,-6%,-15%,-5%,-13%,-1%,-8%,0.1,/,8%
CCOc1ccccc1CNC(=O)C1CCN(C(=O)N2CCOc3ccc(Cl)cc32)CC1,-16%,-2%,3%,?,-21%,27%,-0.4,/,22%
O=C1CC(C(F)(F)F)=NN1,1%,281%[activator],1%,-7%,1%,1%,-1.0,5%,74%[activator]
CC1CCN(S(=O)(=O)c2ccc(C(=O)OC(C)C(=O)NC3CCCCC3C)cc2)CC1 (centres undefined),-5%,84%[activator],-2%,-4%,-5%,1%,0.7,-8%,8%
O=C(NCCCn1ccnc1)C(=O)NCc1ccccc1,-4%,-16%,1%,0%,-1%,0%,0.2,-2%,10%
CC(C)C(OC(=O)C1CCCO1)C(=O)NC1CCCC1 (centres undefined),-7%,0%,1%,-3%,0%,16%,0.5,9%,-2%[58.9 µM]
COC(=O)C1=C(C)N(CCCC(=O)O)C(=O)NC1c1ccccc1Cl (centres undefined),/,-20%,3%,16%,/,/,/,/,36%[activator]
Cc1cccn2c(=O)c3cc(C(=O)NCc4ccco4)c(=N)n(C4CCCC4)c3nc12,1%,-21%,10%,-6%,-7%,?,-0.1,-39%,106%[activator]
CC(=O)Nc1ccc(S(=O)(=O)Nc2ccc(N3CCOCC3)c(F)c2)cc1,-6%,145%[activator],-3%,2%,-5%,16%,-0.6,-5%,0%
COC(=O)C(C)SC1=N/C(=C/c2ccc(-n3cncn3)cc2)C(=O)N1 (centres undefined),2%,-1%,11%,0%,-4%,0%,-0.6,1%,-17%
Cc1ccc(N(C(=O)c2snc(C(N)=O)c2N)C(C(=O)NCCC(C)C)c2ccco2)cc1 (centres undefined),-8%,-16%,-4%,-11%,-13%,1%,0.0,-5%,17%
